# Assay outcomes (PubChem)
# NPY1 pot ag: potentiates or activates human NPY-Y1 receptor. 0.37% of 220,000 active. activation, % at 3.6 µM. NPY-Y1 expressing cells, potentiator/agonist activation. P25929; in the data active = activation above about 33%, passing the limit was not always enough;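 also: cells stimulated with NPY at EC10 then isoproterenol at EC100; 0% = low agonist plus stimulus and 100% = saturating agonist plus stimulus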
# Target sequence (P25929 whole entry, looked up): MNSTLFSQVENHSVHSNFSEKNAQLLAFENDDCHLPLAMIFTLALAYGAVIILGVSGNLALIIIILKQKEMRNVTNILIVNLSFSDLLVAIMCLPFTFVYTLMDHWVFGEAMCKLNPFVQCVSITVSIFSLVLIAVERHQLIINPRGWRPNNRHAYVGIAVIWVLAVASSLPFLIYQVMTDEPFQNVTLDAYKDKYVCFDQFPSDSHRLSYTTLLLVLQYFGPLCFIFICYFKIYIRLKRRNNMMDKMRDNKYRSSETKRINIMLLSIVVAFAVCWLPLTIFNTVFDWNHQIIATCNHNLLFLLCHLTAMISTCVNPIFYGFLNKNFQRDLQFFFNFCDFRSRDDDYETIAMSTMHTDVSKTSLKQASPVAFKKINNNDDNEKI
# Runt-SMMHC FRET: blocks binding of human RUNX1 Runt domain to CBFb-SMMHC. Q01196+Q13951. Cerulean-Runt/Venus-CBFb-SMMHC FRET ratio 530/480, 1 h. inhibition, % at 20 µM. 0.74% of 220,000 active. AID 1434;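 active = mean inhibition across duplicate retests at 20 µM reaching about 50%, limit read from the data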;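 also: 0% = DMSO wells and 100% = wells with excess untagged CBFb-SMMHC; inhibitors lower the FRET ratio by blocking Runt binding to CBFb-SMMHC; some results filed as inactive read as strong as hits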
# NPY-Y1 antag: NPY-Y1 (human) receptor antagonism. inhibition, % at 3.6 µM. AID 1040. 1% of 200,000 active. HEK293-CNG Y1 cells, membrane potential fluorescence; NPY at EC95, then isoproterenol;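 active = inhibition above the campaign mean inhibition of all tested compounds plus 3 SD, cut at about 20% in these data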;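 also: 0% = DMSO wells given NPY plus isoproterenol and 100% = isoproterenol alone without NPY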
#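 Assay system: HEK293 Y1/CNG channel cell line; Doses: single compound dose of 3.6 µM, 0.4% DMSO; Timing: dye 3 h, compound 60 min room temperature, stimulation 45 min; Technique: Membrane-potential fluorescent dye readout; Measure: % inhibition of NPY effect.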
# NPY2 pot ag: human NPY-Y2 potentiation or agonism, primary screen. P49146. cells expressing NPY-Y2, potentiator/agonist read-out. activation, % at 3.6 µM. 0.45% of 220,000 active. AID 1359; in the data active = activation above about 27%;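 also: cells stimulated with NPY near EC25 plus isoproterenol at EC100; 0% = vehicle plus submaximal agonist and 100% = vehicle plus saturating agonist; some results beyond the cut were filed as inactive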
# Runt-CBFb FRET: Runt domain-CBFb interaction inhibition. inhibition, % at 20 µM. Q01196+Q13951. AID 1496. Cerulean-Runt/Venus-CBFb FRET ratio 530/480, 1 h. 0.46% of 220,000 active;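 active = inhibition over about 50% at 20 µM in the single-dose screen, limit read from the data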;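 also: 0% = DMSO wells and 100% = excess unlabeled CBFb competitor control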
#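 Measured by: fluorescence energy transfer, 422 nm excitation, 530/480 nm emission; test system: Cerulean-tagged RUNX1 Runt domain (FRET donor) fusion protein; buffer or medium: Tris pH 7.5 buffer with BSA; compound: one dose, 20 µM compound, 1% DMSO; times: two 1 h room-temperature incubations shielded from light; benchmarks: unlabeled CBFb 5 µM, positive control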
# Hck Nef HTS: inhibitors of human Hck kinase activated by Nef; P08631; Recombinant Hck-YEEI plus Nef, Z-Lyte FRET kinase assay; inhibition, % at 20 µM; 0.68% of 220,000 active;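 active = Hck-Nef kinase inhibition above about 50%, limit read from the data; inactive = inhibition below that limit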;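 also: 0% = DMSO with Hck plus Nef and 100% = Hck alone without Nef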
# Target sequence (P08631 whole entry, looked up): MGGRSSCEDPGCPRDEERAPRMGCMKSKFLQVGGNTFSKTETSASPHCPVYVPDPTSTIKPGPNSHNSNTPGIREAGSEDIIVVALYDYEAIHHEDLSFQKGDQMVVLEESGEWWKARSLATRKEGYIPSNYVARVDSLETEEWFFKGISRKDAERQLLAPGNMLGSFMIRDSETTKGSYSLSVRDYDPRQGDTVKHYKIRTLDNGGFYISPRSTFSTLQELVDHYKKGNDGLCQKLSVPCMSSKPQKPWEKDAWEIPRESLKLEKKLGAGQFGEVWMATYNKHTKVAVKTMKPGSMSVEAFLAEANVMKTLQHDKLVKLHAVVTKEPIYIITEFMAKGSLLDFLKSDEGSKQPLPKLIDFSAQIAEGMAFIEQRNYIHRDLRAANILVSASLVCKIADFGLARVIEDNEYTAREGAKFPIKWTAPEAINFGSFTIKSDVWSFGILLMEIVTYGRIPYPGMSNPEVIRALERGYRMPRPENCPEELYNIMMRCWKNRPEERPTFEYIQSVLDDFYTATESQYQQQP
# Mdm2 ligase inh: Mdm2 E3 ligase (human) inhibition. Q00987. cell-based MDM2 ubiquitination luciferase reporter, 2 h; 0 = plate control, 100 = twice control, blank-subtracted. 0.11% of 210,000 active. signal enhancement, % at 5 µM;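 active = signal enhancement of 30% or more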;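 also: luminescence tracks abundance of the self-degrading MDM2-luciferase fusion protein; higher signal means inhibition of MDM2 E3 ligase activity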
#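 test system = mammalian cells stably expressing self-ubiquitinating, self-degrading MDM2 E3–luciferase fusion | quantity = 2000 cells/well | incubation = cell settling 4 h, compound treatment 2 h, both 37 °C | signal = luminescence with SteadyLite reagent, 15 min at room temperature | evaluation = % enhancement relative to plate controls after blank subtraction | benchmarks = plate controls and plate blanks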
# p97 ATPase inh: blocks human p97 ATPase activity. recombinant p97 ATPase, Kinase-Glo ATP luminescence, 3 h. inhibition, % at 8 µM. 0.42% of 220,000 active. AID 1481; in the data active = inhibition above about 15%;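 also: 0% = DMSO vehicle and 100% = wells lacking enzyme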
# RBBP9 inh: inhibitors of human serine hydrolase RBBP9; O75884; recombinant RBBP9, FP-Rh probe fluorescence polarization; inhibition, % at 7.94 µM; 0.2% of 220,000 active; AID 1515;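 active = inhibition above the campaign mean of all tested compounds plus 3 SD, cut at about 14% in these data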;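 also: plate controls were DMSO wells with RBBP9 for no effect and wells lacking RBBP9 protein for full effect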
# Target sequence (O75884 whole entry, looked up): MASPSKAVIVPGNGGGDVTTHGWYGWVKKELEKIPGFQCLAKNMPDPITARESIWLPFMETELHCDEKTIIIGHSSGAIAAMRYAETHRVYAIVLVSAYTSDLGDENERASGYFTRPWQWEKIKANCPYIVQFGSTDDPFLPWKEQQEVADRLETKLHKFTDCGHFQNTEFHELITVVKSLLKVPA
#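 Test system: recombinant human RBBP9; Timing: 30 min then 45 min, 25 °C; Detection: fluorescence polarization; Control set: RBBP9 with DMSO as uninhibited control, no-protein wells as full inhibition; Compound dosing: one concentration, 7.94 µM nominal, 0.794% DMSO; Probe or stimulus: FP-Rh activity-based probe, 375 nM before mixing.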
# Numbers without * were called inactive; . = no result given.
# Below each SMILES: NPY1 pot ag, Runt-SMMHC FRET, NPY-Y1 antag, NPY2 pot ag, Runt-CBFb FRET, Hck Nef HTS, Mdm2 ligase inh, p97 ATPase inh, RBBP9 inh
COc1cc(NC(=O)c2cc(-c3cccs3)on2)cc(OC)c1OC
    -13, -3, -3, -6, -2, 0, -9, 1, 1
Clc1cccc(CSc2ccc(-c3ccco3)nn2)c1
    2, 51, 16, -24, 47, 19, -1, 2, -1
COc1cccc(C(=O)O/N=C(\N)c2ccc([N+](=O)[O-])cc2)c1
    1, -4, -8, -12, -4, -1, 6, 8, -1
Cc1cc2cc3c(cc2nc1SCC(=O)Nc1c(C)cccc1C)CCC3
    12, -4, 4, 4, 2, -1, -9, -2, -8
NNC(=O)C1=NOC2COC3(CCN(c4ncccn4)CC3)OCC12 (configuration not stated)
    0, -1, 1, -2, -1, 29, 6, 3, -2
Cc1ccc(C)c(C2=NNC(=NCc3ccccc3)SC2)c1
    -10, 4, -3, 3, 0, 12, -15, 0, -12
CC(C)c1ccc(/C=C/C(=O)Nc2ccc(CN3CCOCC3)cc2)cc1
    -23, -3, ., -19, 0, 6, -15, -9, -8
CCn1c(SCC(=O)c2ccc(Cl)cc2)nnc1-c1ccoc1C
    -19, -3, 4, -16, 4, 0, -22, -7, -6
CNc1nc(N)nc(OC(C(F)(F)F)C(F)(F)F)n1
    7, 2, -5, 10, -1, -2, -3, 0, 7
CCOC(=O)N1CCN(C(=O)CNCc2cccs2)CC1
    5, -1, -3, -1, -2, 0, -13, -7, -3
COc1ccc(NS(=O)(=O)c2ccc(N)c(C(=O)O)c2)cc1
    0, 2, -6, 6, -2, -1, -10, -3, -9
Cc1ccc(NC2=NCC(=O)N2Cc2cccs2)cc1C
    18, 3, 7, 7, -2, -5, -3, 2, -5
CN1CCc2c(sc3c2c(=O)n(-c2cccc(Cl)c2)c2nncn32)C1
    0, ., -8, 5, ., -3, ., 1, 3
CC(C)n1cc([C@@H]2C[C@H]3CN(Cc4cccc(Cl)c4)C(=O)[C@]34CCCN24)cn1
    16, ., 0, 1, ., 19, -6, 4, -10
CCOc1ccc(NS(=O)(=O)N(C)C)cc1
    -4, -3, 4, -6, -2, -12, 1, -6, -4

# Below each SMILES: NPY1 pot ag, Runt-SMMHC FRET, NPY-Y1 antag, NPY2 pot ag, Runt-CBFb FRET, Hck Nef HTS, Mdm2 ligase inh, p97 ATPase inh, RBBP9 inh
CC(C)CC(C(=O)Nc1oc(-c2ccccc2)c(-c2ccccc2)c1C#N)N1C(=O)c2ccccc2C1=O (configuration not stated)
    -5, -4, -1, -4, 0, 2, -5, -6, -4
CCOC(=O)C1(CCCc2ccccc2)CCN(C(=O)c2ocnc2C)CC1
    -3, 4, 9, 1, -5, -2, -2, -3, -7
CNCc1cc2ccc(C)cc2[nH]c1=O
    -1, -15, 4, 3, -2, 0, -8, 1, -3
COc1ccc(CN(Cc2ccco2)S(=O)(=O)c2ccc(S(=O)(=O)N3CCCC3)cc2)cc1
    -14, -4, -3, -6, 0, -2, -13, -4, -8
CCCc1nc2c(C)cc(C)cc2c(N)c1CC
    -5, 4, 7, -13, 1, 1, 10, 4, -11
COc1ccc(Cl)cc1N(C)C(=O)CCc1nc(-c2ccc(C)cc2)no1
    -29, 0, 1, 10, -4, -19, -14, -3, 10
O=C(Oc1ccc(OC(=O)c2ccco2)c(S(=O)(=O)c2ccc(Br)cc2)c1)c1ccco1
    -4, 1, 0, 2, 1, -1, -13, 4, -4
COCCn1c(SCC(=O)NCc2ccco2)nnc1C(C)C
    -7, -4, -1, -7, 4, 5, 3, -6, -13
O=c1c(Cc2ccc(Cl)cc2)c(O)ccn1Cc1cccc(Cl)c1
    22, -6, 1, 0, -3, 1, -6, 6, -5
O=C(COc1ccc(=O)n(-c2ccccc2)n1)Nc1ccccc1
    7, 0, -6, 15, 2, 20, -1, 1, -3
COc1ccc(C(=O)Cc2nnc(C)s2)cc1
    -9, 0, -7, -11, 0, 3, -6, 2, -4
CCOC(=O)c1nn(-c2ccccc2C)c2nc(CC(C)C)c(C#N)c(=O)n12
    -10, 1, -1, -9, -3, 1, ., -1, -7
Cc1nc2c([nH]c3ccc(Br)cc32)s1
    -24, 2, 2, 18, 0, 1, -13, 0, -10
O=C(NC(=S)Nc1ccccc1N1CCCCC1)c1ccco1
    -67, -2, 8, -3, 0, -2, -5, -5, -8
COc1cccc(/C=C/C(=O)Nc2cccc(C(C)=O)c2)c1OC
    1, 0, 2, 3, -1, -3, -1, 3, -5

# Copied from the list.
# NPY1 pot ag, COCCn1c(SCC(=O)NCc2ccco2)nnc1C(C)C → -7
# p97 ATPase inh, CC(C)CC(C(=O)Nc1oc(-c2ccccc2)c(-c2ccccc2)c1C#N)N1C(=O)c2ccccc2C1=O (configuration not stated) → -6
# NPY-Y1 antag, COc1ccc(CN(Cc2ccco2)S(=O)(=O)c2ccc(S(=O)(=O)N3CCCC3)cc2)cc1 → -3
# Mdm2 ligase inh, O=C(NC(=S)Nc1ccccc1N1CCCCC1)c1ccco1 → -5
# Runt-CBFb FRET, CCOC(=O)C1(CCCc2ccccc2)CCN(C(=O)c2ocnc2C)CC1 → -5
# RBBP9 inh, O=c1c(Cc2ccc(Cl)cc2)c(O)ccn1Cc1cccc(Cl)c1 → -5

# (more compounds)
# Below each SMILES: NPY1 pot ag, Runt-SMMHC FRET, NPY-Y1 antag, NPY2 pot ag, Runt-CBFb FRET, Hck Nef HTS, Mdm2 ligase inh, p97 ATPase inh, RBBP9 inh
CCc1nnc2sc(-c3ccc(NC(=O)c4ccco4)cc3)nn12
    -4, 2, -3, 0, -4, 2, -17, 7, -2
COc1ccc2c(c1OC)C(=O)OC2C/C(=N\NC(N)=O)c1ccccc1 (configuration not stated)
    -7, 2, 3, -7, 0, -20, 1, 3, 2
O=C1CN2C(=Nc3ccc(Br)cc3C2c2ccccc2)CCN1 (configuration not stated)
    18, 1, -2, 13, -1, 0, -7, -3, -6
COc1ccc(OC)c(NC(=O)Nc2nnc(N3CCCCC3C)s2)c1 (configuration not stated)
    14, -5, ., -6, 3, 1, -30, -1, 3
CCOC(=O)/C=C/C(=O)OCC(=O)Nc1ccc(OC)c(Cl)c1
    -11, 1, 5, 8, 8, 3, -7, 1, -1
CC(=O)N(Cc1ccccn1)Cc1ccco1
    15, -2, ., -10, 2, 9, -4, 7, -4
COC(=O)NNC(=S)Nc1cc(OC)ccc1OC
    9, 2, -3, -4, 7, 0, -11, 2, 1
COc1ccc(NC(=O)c2ccccc2Sc2ccc(NC(C)=O)nc2)cc1
    0, 4, 2, 3, 0, 25, -3, 2, 0
CCOC(=O)c1cc2c(=O)n3ccccc3nc2n(C(C)C)c1=NC(=O)c1ccco1
    21, 86*, -1, 14, 20, 106*, 1, 3, 3
COc1ccc(N/C=C2\C(=O)c3c(sc(C)c3C)N(C)S2(=O)=O)cc1
    -10, 71, ., -10, -16, -10, -10, 2, -2
Cc1cccc(C(=O)NC2CCCc3ccccc32)c1 (configuration not stated)
    7, -1, 6, -4, -2, 18, 0, 2, -9
CCON1C(=O)C(C)(C)N(OCC)C(=O)C1(C)C
    1, -4, ., -13, 1, 24, -9, -1, -6
COCCCNC(=O)C1CCN(C(=O)Nc2ccc(Cl)cc2)CC1
    -1, 3, 0, -1, 2, 2, -6, -2, 3
Cn1nc(-c2ccccc2)c(C#N)c1Sc1cccc(Cl)c1
    -36, -2, -1, -13, -1, -1, -3, 3, -1
Cc1csc(Sc2ccc(C(=O)OCC(=O)Nc3ccc(OC(F)(F)F)cc3)cc2[N+](=O)[O-])n1
    3, 8, -6, 3, 1, 1, 8, -2, -6

# Below each SMILES: NPY1 pot ag, Runt-SMMHC FRET, NPY-Y1 antag, NPY2 pot ag, Runt-CBFb FRET, Hck Nef HTS, Mdm2 ligase inh, p97 ATPase inh, RBBP9 inh
CCc1nc2c(oc3ccccc32)c(=O)[nH]1
    -9, -5, -4, -14, -2, -1, -11, 2, -7
Cn1ccnc1SCCNC(=O)CCc1nnc(CCc2ccccc2)o1
    6, 4, 8, 9, 2, 17, 3, 2, -9
CN(C)CCCN(C(=O)/C=C/c1cccs1)c1nc2ccc(F)cc2s1
    -9, 2, 9, 10, -1, -17, -17, -1, 4
Cc1ccc2ncc(NC(=O)c3ccc(F)cc3)c(=O)n2c1
    2, 0, -6, -7, -1, 7, -27, -4, 0
Cn1cc(C(=O)NCC2COc3ccccc3O2)c(=O)c2cc(S(=O)(=O)N3CCCCC3)ccc21 (configuration not stated)
    10, -2, 5, -1, -5, -18, -3, -6, -12
Cc1cccc(NC(=O)CSc2nc3c([nH]c4ccccc43)c(=O)n2C)c1
    10, -2, 3, 11, -3, -1, 0, 3, 2
Nc1nnc(-c2ccc(F)cc2)s1
    8, 1, -1, 6, 0, 5, -1, 1, -4
COc1ccc(Cl)cc1C(=O)NC(=S)Nc1cc(-c2nc3ccccc3[nH]2)ccc1C
    -24, 1, 17, -31, ., -1, 17, -9, -25
O=[N+]([O-])c1ccc(N/N=C/c2sc(N3CCOCC3)nc2-c2ccccc2)c(S(=O)(=O)Nc2ccccc2Cl)c1
    10, -63, 3, -4, -35, 32, ., 8, 6
COc1cccc(/C=N/NC(=O)c2cccc([N+](=O)[O-])c2)c1OS(=O)(=O)c1ccccc1
    -26, 1, 5, -6, 0, 0, 2, -4, -11
O=C1N(O)C2(C=CCCC2)/C(=N\O)C12CCCCC2 (configuration not stated)
    9, 2, -4, 17, -3, 2, -15, 1, -5
Oc1ccccc1-c1cc(-c2cccc(F)c2)n[nH]1
    3, 0, 8, 2, 0, 4, -7, -3, -17

# Single records, as listed above. Screens in order: NPY1 pot ag | Runt-SMMHC FRET | NPY-Y1 antag | NPY2 pot ag | Runt-CBFb FRET | Hck Nef HTS | Mdm2 ligase inh | p97 ATPase inh | RBBP9 inh
# Nc1nnc(-c2ccc(F)cc2)s1 in the list: 8 | 1 | -1 | 6 | 0 | 5 | -1 | 1 | -4
# Cn1cc(C(=O)NCC2COc3ccccc3O2)c(=O)c2cc(S(=O)(=O)N3CCCCC3)ccc21 (configuration not stated) in the list: 10 | -2 | 5 | -1 | -5 | -18 | -3 | -6 | -12
# Cc1ccc2ncc(NC(=O)c3ccc(F)cc3)c(=O)n2c1 in the list: 2 | 0 | -6 | -7 | -1 | 7 | -27 | -4 | 0
# CCc1nc2c(oc3ccccc32)c(=O)[nH]1 in the list: -9 | -5 | -4 | -14 | -2 | -1 | -11 | 2 | -7
# O=C1N(O)C2(C=CCCC2)/C(=N\O)C12CCCCC2 (configuration not stated) in the list: 9 | 2 | -4 | 17 | -3 | 2 | -15 | 1 | -5
